OX1R antag-1 – OX1R (HCRTR1) antagonists, primary screen, fluorescence, CHO/OX1R cells, Fluo-8 calcium, orexin A; Orexin/Hypocretin receptor type 1 (Homo sapiens), O43613; Fluo-8 calcium fluorescence; inhibition, % at 5 µM; 330,000 compounds, 0.43% hits; AID 434989, 2010;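 active = inhibition above its plate's threshold, mean inhibition of all tested compounds on the plate plus 3 SD, cut at about 37% in these data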;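 also: 0% = orexin A challenge wells and 100% = SB-334867-A antagonist wells; not every result past the cut was called active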
Target sequence (O43613 whole entry, looked up): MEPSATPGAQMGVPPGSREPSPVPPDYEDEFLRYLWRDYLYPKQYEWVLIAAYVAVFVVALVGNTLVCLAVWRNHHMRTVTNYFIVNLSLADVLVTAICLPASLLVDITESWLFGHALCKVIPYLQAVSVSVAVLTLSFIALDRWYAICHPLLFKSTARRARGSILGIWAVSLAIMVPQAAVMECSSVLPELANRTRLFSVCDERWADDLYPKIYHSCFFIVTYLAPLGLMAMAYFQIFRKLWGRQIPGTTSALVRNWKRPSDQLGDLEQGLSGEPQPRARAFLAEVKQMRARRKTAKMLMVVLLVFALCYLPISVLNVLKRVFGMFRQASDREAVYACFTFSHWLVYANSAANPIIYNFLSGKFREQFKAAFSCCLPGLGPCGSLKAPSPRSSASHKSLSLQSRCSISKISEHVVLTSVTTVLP
OX1R antag-2 – antagonists of human orexin 1 receptor (OX1R); Orexin/Hypocretin receptor type 1 (Homo sapiens), O43613; OX1R-expressing cells, FRET antagonist read-out; inhibition, % at 6.6 µM; 330,000 compounds, 1.8% hits; AID 485270, 2010; in the data active = inhibition mostly above about 38%, no sharp cut-off; inactive = mostly below about 40%;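 also: 0% = agonist challenge alone and 100% = reference antagonist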
* = called active by the depositor. Compounds were not picked by outcome; about 2.1% have a hit in one of these screens.

Molecule | OX1R antag-1 | OX1R antag-2
CCCC(c1nnnn1CC(=O)OCC)N(Cc1cc2ccc(C)cc2[nH]c1=O)C1CCCC1 (centres undefined) | -41 | 18
CCN(CC)c1nc2ccccc2nc1-n1nc(C)cc1C | -20 | 27
COc1cc(NC(=O)CN(C)S(=O)(=O)c2ccc3c(c2)CC(C)N3C(C)=O)cc(OC)c1OC (centres undefined) | -7 | 0
CC(Sc1nnnn1-c1ccccc1)C(=O)Nc1ccc(Cl)cn1 (centres undefined) | -18 | 9
C#CCNC(=O)C1=C[C@@H](c2ccc(C(F)(F)F)cc2)C[C@@H](OCc2ccc(CO)cc2)O1 | -8 | 29
Cn1ccnc1Sc1ccc(/C=N/NC(=O)c2ccccc2[N+](=O)[O-])cc1[N+](=O)[O-] | -31 | 20
COc1cc2c(cc1OC)CN(C(=O)CSc1ccccc1C)CC2 | -20 | 3
O=C(NCc1cccnc1)[C@@H]1CC=C[C@@H]2CCN(Cc3ccc(Cl)c(Cl)c3)C(=O)[C@@H]21 | -19 | 28
COc1ccc(OC)c(CNC(=O)c2cc(=O)[nH]c3ccc(S(=O)(=O)N4CCCC4)cc23)c1 | -8 | 6
CCCOc1ccc(C(O)C(CN2CCOCC2)c2ccccc2)cc1 (centres undefined) | -23 | 9
C=CCOC(=O)/C(=C\c1cccc2ccccc12)NC(=O)c1ccccc1 | -21 | 30
NC(=O)N/N=C/c1ccc(-n2nncc2-c2ccc(Cl)cc2)cc1 | -36 | 10
COc1ccc(NCc2nnc(SCC(=O)c3ccc(OC)cc3)n2C)cc1 | -15 | 44
O=C(C[n+]1ccc(/C=N/O)cc1)NC(=O)Nc1ccccc1 | 6 | 17
CCOc1ccccc1NC(=O)CSc1ccccc1 | -36 | 6
Cc1nc(Cl)c(C(=O)NCc2ccccc2)c(C)c1Cl | -19 | 15
COc1ccc(CCNC(=O)C2CC(=O)N(C3CCCCC3)C2)cc1OC (centres undefined) | -10 | 0
CCn1c(-c2cc(Br)ccc2O)n[nH]c1=S | -8 | 12
COc1cc2c(cc1OC)CN(C(=O)CN1CCN(S(=O)(=O)c3ccccc3Br)CC1)CC2 | -31 | -1
O=C(NNC(=O)C1CCN(C(=O)Nc2ccccc2)CC1)c1ccc([N+](=O)[O-])cc1 | -1 | 16
COc1ccc(OC)c(S(=O)(=O)N2CCCC2C(=O)NC(C)c2ccccc2)c1 (centres undefined) | -28 | 3
COc1ccc(CN2CC(C(=O)NCCCN3CCCCC3)CC2=O)cc1 (centres undefined) | -8 | 18
Fc1cccc(CSc2ccc(-c3ccc4c(c3)OCO4)nn2)c1 | -19 | 28
COc1ccc(S(=O)(=O)N(C)C)cc1NC(=O)CCCSc1ccccc1 | -13 | 24
Cc1cccc(CC2S/C(=N/c3cccc(C)n3)NC2=O)c1 (centres undefined) | -10 | 2
Cc1ccc(NC(=O)C2(c3ccccc3)CCOCC2)cc1 | -13 | 3
CCOc1ccc(C(=O)N2CCN=C2SC)cc1OCC | -10 | 15
Cc1cc(C)cc(NC(=S)N2CCC(N(C)CC3CCCO3)CC2)c1 (centres undefined) | -5 | 23
CCCCN(C)C(=O)CCC(=O)Nc1ccc2nc(N3CCN(C)CC3)cc(C)c2c1 | -10 | 4
O=[N+]([O-])c1cccc(-c2ccc(CN3CCN(c4ccccc4)CC3)o2)c1 | -21 | 17
CCCn1nnc(NC(=O)c2ccccc2Cl)n1 | 4 | 8
CN(C)CCCN(Cc1ccc2c(c1)OCO2)C(=O)NC1CCCCC1 | -13 | 5
C=CC(C)(C)c1c2occc2c(O)c2ccc(=O)oc12 | -9 | 22
CCOCc1c(C(=O)OCC(=O)/C(C#N)=C(\C)N)oc2ccccc12 | -18 | 8
CC(C)OCCCn1c(=O)c2ccccc2n2c(CCC(=O)O)nnc12 | -3 | -10
CCCNc1nc(C)cc(-c2cc(-c3ccc(Cl)cc3)on2)n1 | -9 | 6
Oc1c(C(c2ccc(Cl)cc2)N2CCCC2)cc(Cl)c2cccnc12 (centres undefined) | 5 | 28
Oc1ccc2oc3c(c2c1/C=N/n1cnnc1)CCCC3 | -4 | 13
O=C(CSc1ccc(-c2nc3ccccc3[nH]2)cn1)Nc1ccc2c(c1)OCCO2 | -1 | 4
C=CCSc1nc(O)c(CC)c(=O)n1C(C)CC (centres undefined) | -11 | 4
CN1C(=O)N(C)C2C1N(C)S(=O)(=O)N2C (centres undefined) | -7 | 22
CCOC(=O)[C@H]1[C@H]2COc3ccc(Cl)cc3[C@@H]2N2C(=O)CN(Cc3ccc(C)cc3)C(=O)[C@@]12C | -23 | 14
COc1ccccc1C(=O)N1CCN(C(=O)c2ccncc2)CC1 | -10 | 13
O=C(COC(=O)Cc1ccccc1F)NNC(=O)c1ccc(Cl)cc1 | -14 | 11
CC(C)OCCCNC(=O)C1CCN(S(=O)(=O)N2CCCC2)CC1 | -13 | 10
Cc1ccc(NC2=NCC(=O)N2Cc2ccc3c(c2)OCO3)cc1 | -15 | 14
Cc1ccc(-n2nnnc2SCC(=O)Nc2sc(C)c(C)c2C#N)cc1C | -25 | 9
NC(=O)NOCc1c(F)cccc1Cl | -16 | 11
COc1cc(C)c(CN2CCN(C(C)C(=O)NC(C)c3ccccc3)CC2)cc1OC (centres undefined) | -2 | 31
COc1ccc(-n2c(SCC(=O)c3c(N)n(C)c(=O)n(C)c3=O)nc3ccccc32)cc1 | -20 | 21

A second format for part of the listing above:
Results follow in this order: OX1R antag-1, OX1R antag-2
- Cc1ccc(NC(=O)C2(c3ccccc3)CCOCC2)cc1
→ -13, 3
- CCOc1ccc(C(=O)N2CCN=C2SC)cc1OCC
→ -10, 15
- Cc1cc(C)cc(NC(=S)N2CCC(N(C)CC3CCCO3)CC2)c1 (centres undefined)
→ -5, 23
- CCCCN(C)C(=O)CCC(=O)Nc1ccc2nc(N3CCN(C)CC3)cc(C)c2c1
→ -10, 4
- O=[N+]([O-])c1cccc(-c2ccc(CN3CCN(c4ccccc4)CC3)o2)c1
→ -21, 17
- CCCn1nnc(NC(=O)c2ccccc2Cl)n1
→ 4, 8
- CN(C)CCCN(Cc1ccc2c(c1)OCO2)C(=O)NC1CCCCC1
→ -13, 5
- C=CC(C)(C)c1c2occc2c(O)c2ccc(=O)oc12
→ -9, 22
- CCOCc1c(C(=O)OCC(=O)/C(C#N)=C(\C)N)oc2ccccc12
→ -18, 8
- CC(C)OCCCn1c(=O)c2ccccc2n2c(CCC(=O)O)nnc12
→ -3, -10
- CCCNc1nc(C)cc(-c2cc(-c3ccc(Cl)cc3)on2)n1
→ -9, 6
- Oc1c(C(c2ccc(Cl)cc2)N2CCCC2)cc(Cl)c2cccnc12 (centres undefined)
→ 5, 28
- Oc1ccc2oc3c(c2c1/C=N/n1cnnc1)CCCC3
→ -4, 13
- O=C(CSc1ccc(-c2nc3ccccc3[nH]2)cn1)Nc1ccc2c(c1)OCCO2
→ -1, 4

Further results follow.
Molecule | OX1R antag-1 | OX1R antag-2
CCN(CC)C(=O)C(=O)c1cn(CC(=O)NCc2ccc3c(c2)OCO3)c2ccccc12 | -8 | 14
CC(=O)c1cnc2c(-c3ccccc3)c(C(F)(F)F)nn2c1C | -19 | 18
COc1ccccc1NC(=O)C1CCN(S(=O)(=O)c2cccc3nonc23)CC1 | -12 | 23
Cc1ccc(-c2nnc(CSc3nncn3N)o2)cc1 | -14 | 4
O=C(O)/C(=C\c1ccco1)NC(=O)c1cccc2ccccc12 | 3 | 13
COC(=O)c1scc2c(=O)cc(C(F)(F)F)[nH]c12 | -14 | 22
O=C(COc1ccccc1F)Nc1nnc(C2CCCC2)s1 | -23 | 3
COc1ccc(OC)c(NC(=O)c2cc(S(=O)(=O)N(C)C)ccc2N2CCCC2)c1 | -34 | 5
CCCCOC(=O)n1c(=S)oc2cc(Cl)ccc21 | -17 | 35
Cc1ccc2nc(/C(C#N)=C\c3ccc(Oc4ccc([N+](=O)[O-])cn4)cc3)[nH]c2c1 | 2 | 28
COc1ccc(-c2csc3ncnc(N4CCN(S(=O)(=O)c5ccccc5C#N)CC4)c23)cc1 | -5 | 14
CCCn1nc(NS(=O)(=O)c2ccccc2)c2cc3ccccc3nc21 | -6 | 20
CC(=O)c1ccc(NC(=O)CCc2ccc(C)o2)cc1 | -11 | 8
O=C1c2ccc([N+](=O)[O-])cc2C(=O)N1Cc1cccnc1 | -18 | 77*
COc1ccc(-c2noc(CSc3nc4ccccc4c(=O)n3-c3ccccc3)n2)cc1OC | -25 | 6
CCNc1ccc(C(=O)OCC(=O)NCc2ccc(C)cc2)cc1[N+](=O)[O-] | -23 | 21
CSc1ccccc1C(=O)N1CCCCC1 | 0 | 15
S=C(Nc1cccnc1)N1CCN(c2ccccc2Cl)CC1 | -21 | 0
COCCCNCCOCCOc1ccc(Cl)cc1Br | -3 | 27
O=C1C=C(c2cccc3c2sc2ccccc23)C[C@@H](c2ccc(Cl)cc2)C1 | -11 | 9
COc1cc(/C=N/NC(=O)COc2ccc(-n3cnnn3)cc2)ccc1OCC(N)=O | -5 | 4
CCN(C[C@H]1N[C@@](CC)(C(=O)OC)[C@H]2C(=O)N(C)C(=O)[C@@H]12)C(=O)COc1ccccc1 | -16 | 2
CC(=O)N1CCN(Cc2nc3cc(NC(=O)Cn4nc(C)c5ccccc5c4=O)ccc3n2C)CC1 | -10 | -4
CC1Cc2ccccc2N1S(=O)(=O)c1cnc(Cl)c(Cl)c1 (centres undefined) | -15 | 12
COC(=O)COc1ccccc1/C=C1/NC(=O)NC1=O | -2 | 12
CCN(CC)S(=O)(=O)c1cc(C(=O)N(C)CC(=O)Nc2ccc(Cl)cc2)ccc1Cl | -11 | 5
Cc1cc(C)c2c(=O)n(CC(=O)NC3CCCC3)sc2n1 | 8 | 1
Cc1ccc(Nc2cnn(C34CC5CC(CC(CC(=O)O)(C5)C3)C4)c(=O)c2Cl)cc1 | -17 | 4
Cc1nc(SCC(=O)Nc2ccc3c(c2)OCO3)c(C#N)c2c1CCCC2 | -23 | 41
Oc1cnn(-c2ccccc2)c1 | -3 | 1
Cc1cc(C(=O)O)oc(=O)c1 | -6 | 5
O=C(c1ccc(Cl)c(S(=O)(=O)Nc2ccc(F)cc2)c1)N1CCN(c2ccccn2)CC1 | -36 | 12
O=C(Cc1c(Cl)cccc1Cl)Nc1ccncc1Cl | -12 | 16
COc1cccc(NC(=O)CN(C)C(=O)Cc2cccc3ccccc23)c1 | -16 | 13
N=c1c(C(=O)NC2CCCC2)cc2c(=O)n3ccccc3nc2n1C1CCCC1 | -7 | 32
CCOC(=O)c1c(NC(=O)CC)sc2c1CCN(Cc1ccccc1)C2 | -39 | 10
CC(=O)Nc1ccc(S(=O)(=O)N2CCC(C(=O)N[C@@H](Cc3ccccc3)C(=O)O)CC2)cc1 | -15 | 0
CCCCCCCC(=O)OCC(=O)[C@@]1(O)CC[C@H]2[C@@H]3CCC4=CC(=O)CC[C@]4(C)[C@H]3[C@@H](O)C[C@@]21C | -35 | 2
Cc1cccc(C)c1NC(=O)Cn1nc(C)n2cccc2c1=O | -1 | 9
COc1ccc(CN2CCN(S(=O)(=O)c3ccc(F)cc3)CC2)cc1OC | -10 | 2
CCn1cc(Cl)c(C(=O)NNC(=O)CCn2cc([N+](=O)[O-])cn2)n1 | 15 | 14
COc1cc(C(C)=O)ccc1OCC(=O)NCC1(N2CCCCC2)CCCCC1 | -26 | 19
CCOC(=O)c1cc(=O)c2ccc(OCC(=O)Nc3ccc(F)cc3)cc2o1 | -25 | 14
CC(C)N(C(=O)[C@H]1C[C@H](CC(=O)NCCc2ccccn2)C(=O)N2CCc3c([nH]c4cc(-c5ccco5)ccc34)[C@]12C)C(C)C | -16 | 5
CC(C)(C)NC(=O)NC(=O)COc1ccccn1 | -11 | 11
CCOC(=O)C1=C(C)N(CC(C)C)C(=O)/C1=C\c1cccs1 | -35 | 7
Cc1nn(-c2ccccc2)c(N)c1Sc1cccc([N+](=O)[O-])c1 | -15 | 20
Cc1cccc(Nc2nc(N)c([N+](=O)[O-])c(N3CCN(C)CC3)n2)c1 | -18 | 16
COc1cc(OC)nc(-n2ncc(Br)c(Br)c2=O)n1 | 8 | 12
CCCc1c(C)c2ccc(OCC(C)=O)cc2oc1=O | -16 | 11

An excerpt of these results, with two lines to a compound:
Values run as follows: OX1R antag-1	OX1R antag-2
> O=C(c1ccc(Cl)c(S(=O)(=O)Nc2ccc(F)cc2)c1)N1CCN(c2ccccn2)CC1
    -36	12
> O=C(Cc1c(Cl)cccc1Cl)Nc1ccncc1Cl
    -12	16

Later entries.
Molecule | OX1R antag-1 | OX1R antag-2
Cc1ccc(S(=O)(=O)CCN2CCN(c3ccccn3)CC2)cc1 | -27 | 12
CCc1nnc(NC(=O)CSc2nnnn2-c2cccc(C(C)=O)c2)s1 | -19 | 9
CCn1c(SCC(=O)NCCOc2ccccc2)nc2ccccc2c1=O | -23 | 21
CN(CCOc1ccc(Br)cc1)CC(=O)Nc1cccc(S(=O)(=O)NC2=NCCC2)c1 | -29 | 19
COCC(C)n1c(SCC(=O)NNC(=O)c2ccccc2)nc2ccccc2c1=O (centres undefined) | -24 | 5
COC(=O)c1ccc(-n2nnnc2SCC(=O)N2CCCCC2)cc1 | -18 | 11
COc1ccc(-c2csc(N(CCCN(C)C)C(=O)c3ccc(C)cc3)n2)cc1 | -17 | 12
C/C(=N\NC(=O)COc1ccc(C(C)(C)C)cc1)c1ccc2c(c1)OCCO2 | -27 | -4
COc1ccc(CCNC(=O)C/C(C)=N/NC(=O)Cc2cccc3ccccc23)cc1OC | -25 | 6
O=C1C(=O)N(CCCO)C(c2ccccc2)/C1=C(\O)c1ccc(Br)cc1 (centres undefined) | -11 | 3
CCCn1c(SCC(=O)Nc2ccc(C)c(S(=O)(=O)N3CCOCC3)c2)n[nH]c1=O | 3 | 10
Cc1nn(-c2ccccc2)c(C)c1/C=N/NC(=O)CSc1nnc(-c2ccccc2)n1-c1ccc(Cl)cc1 | -28 | 52
CCOC(=O)N1CCN(c2nc(-c3ccc(OC)cc3)no2)CC1 | -4 | 0

Assay outcomes from PubChem.
